High-throughput results deposited in PubChem by National Center for Advancing Translational Sciences (NCATS).
Pol eta inh: blocks human DNA polymerase eta activity | Potency, µM (top dose mostly 114 µM), without a hit: at the highest dose activity change, negative = inhibition, usual class: inhibitors | actives 1.2% (n = 390,000) | Q9Y253 | recombinant Pol eta, fluorescent DNA replication assay; also: potency is read from the fitted curve at half-maximal effect; % is scaled to controls: 0 for no effect and ±100 for the full control effect
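Fluorescent replication assay: 50 nM final substrate added after a 15 min room-temperature compound preincubation with 10 nM enzyme. Signal taken at 0 min and again at 10 min.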
Pol iota inh: inhibitors of human DNA polymerase iota. Q9UNA4. Pol iota fluorescent replication assay, 10 min. Potency, µM (doses to about 115 µM), for the others: top-dose activity, negative = inhibition, most hits filed as inhibitors. actives 1% (n = 390,000); also: potency is read from the fitted curve at half-maximal effect
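Pol iota at 10 nM preincubated 15 min with compounds at room temperature; reaction started with fluorescent substrate, 50 nM final. Fluorescence read kinetically at 0 and 10 min; buffer-only wells as negative control.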
RXFP1 antagonist: blocks the human relaxin receptor RXFP1; Q9HBX9; HEK293-RXFP1, relaxin-stimulated cAMP HTRF, 30 min; hits give low values; activity change, negative = inhibition, % at 57.5 µM; actives 0.59% (n = 350,000); AID 1259400;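 active = activity change of -60% or lower, but not beyond a set lower limit; inconclusive = change between -60% and -40%, or beyond the set limit; inactive = change above -40%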; also: % is scaled to controls: 0 for no effect and ±100 for the full control effect
POLB inh: DNA polymerase beta (human) inhibition. Potency, µM (doses to about 114 µM), for inactives: top-dose activity change, negative = inhibition, actives largely listed as inhibitors. actives 1.3% (n = 340,000). Pol beta primer extension/strand displacement, fluorescence kinetic. AID 485314. P06746; also: potency is read from the fitted curve at half-maximal effect; % is scaled to controls: 0 for no effect and ±100 for the full control effect
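Values derive from four-parameter Hill fits of normalized kinetic data: reads at 0 and 10 min following addition of 50 nM substrate to 10 nM Pol beta preincubated 15 min with compound.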
Pol kappa inh: blocks human DNA polymerase kappa activity; Q9UBT6; purified Pol kappa, fluorescent DNA synthesis assay, 10 min; Potency, µM (series often up to 107 µM), for inactives: at the highest dose activity, negative = inhibition, actives largely listed as inhibitors; actives 0.53% (n = 400,000); also: potency is read from the fitted curve at half-maximal effect; % is scaled to controls: 0 for no effect and ±100 for the full control effect
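Pol kappa 10 nM + cpd, 15 min RT; start w/ substrate 50 nM final; fluorescence kinetic read, 0 and 10 min. Neg ctrl: buffer, no enzyme.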
APE1 inh: inhibitors of human APE1 endonuclease. recombinant APE1, TAMRA/BHQ-2 abasic DNA cleavage fluorescence. Potency, µM (titrated, usually from 65.8 µM), for the others: top-dose activity change, negative = inhibition, hits mostly inhibitors. actives 0.35% (n = 350,000);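 also: potency is read from the fitted curve at half-maximal effect; plate controls were vehicle for no effect and reference inhibitor for full effect; nearly all actives have a fitted effect of over 55% in size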
Target sequence (P27695 whole entry, looked up): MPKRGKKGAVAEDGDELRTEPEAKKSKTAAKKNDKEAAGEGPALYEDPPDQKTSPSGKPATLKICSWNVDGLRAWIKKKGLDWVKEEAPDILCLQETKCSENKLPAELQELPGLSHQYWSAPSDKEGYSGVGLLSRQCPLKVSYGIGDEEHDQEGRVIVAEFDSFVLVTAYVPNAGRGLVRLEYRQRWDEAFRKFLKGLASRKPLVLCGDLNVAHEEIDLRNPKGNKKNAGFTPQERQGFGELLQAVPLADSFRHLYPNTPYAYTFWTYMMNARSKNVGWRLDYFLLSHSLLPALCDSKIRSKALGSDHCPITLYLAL
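Step 1: APE1 (0.75 nM) with compound, 15 min RT. Step 2: add 50 nM fluorophore/quencher THF duplex. Step 3: three fluorescence reads 60 s apart (525/598 nm); read 3 minus read 1 = reaction progress.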
BLM helicase inh: blocks DNA unwinding by human BLM helicase; P54132; AID 2528; Potency, µM (top dose mostly 56.1 µM), without a hit: top-dose activity change, negative = inhibition, actives largely listed as inhibitors; actives 0.2% (n = 350,000); recombinant BLM DNA unwinding, fluorescence dequenching;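 also: potency is read from the fitted curve at half-maximal effect; plate controls were vehicle for no effect and no enzyme for full effect; nearly all actives have a fitted effect of over 35% in size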
Tb PGK inh: inhibitors of T. brucei phosphoglycerate kinase; actives 0.043% (n = 380,000); P07378; PGK/GAPDH coupled, Kinase-Glo luminescence, 60 min; Potency, µM (doses to about 57.5 µM), inactives show at the highest dose activity change, negative = inhibition, usual class: inhibitors; also: potency is read from the fitted curve at half-maximal effect; % is scaled to controls: 0 for no effect and ±100 for the full control effect; nearly all actives have a fitted effect of over 60% in size
Target sequence (P07378 whole entry, looked up): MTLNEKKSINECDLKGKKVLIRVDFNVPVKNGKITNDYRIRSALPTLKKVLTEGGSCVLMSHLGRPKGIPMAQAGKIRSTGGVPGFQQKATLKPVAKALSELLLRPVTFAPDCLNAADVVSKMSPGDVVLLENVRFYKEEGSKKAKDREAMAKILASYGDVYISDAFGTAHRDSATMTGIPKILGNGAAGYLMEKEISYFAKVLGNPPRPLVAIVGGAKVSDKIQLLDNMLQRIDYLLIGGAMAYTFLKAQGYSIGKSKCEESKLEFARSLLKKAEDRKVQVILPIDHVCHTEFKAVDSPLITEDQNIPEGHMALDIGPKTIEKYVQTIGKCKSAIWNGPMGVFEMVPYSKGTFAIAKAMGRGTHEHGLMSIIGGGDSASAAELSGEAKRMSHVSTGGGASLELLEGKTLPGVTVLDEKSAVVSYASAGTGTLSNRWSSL
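Luminescent ATP detection (Kinase-Glo Plus) follows a 60-minute room-temperature incubation, with wells lacking PGK as controls. Buffer: 100 mM TEA (pH 7.6), 5 mM MgCl2, 0.01% Tween-20. Coupling enzyme GAPDH (100 nM final) supplies unstable 1,3-BPG in-well.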
Anesthetic bind: candidate novel general anesthetic via apoferritin binding; P02791; actives 0.074% (n = 350,000); Potency, µM (titrated, usually from 77.5 µM), for inactives: at the top dose activity change, negative = displacement, actives largely listed as inhibitors; apoferritin/1-aminoanthracene competitive binding, fluorescence; also: potency is read from the fitted curve at half-maximal effect; % is scaled to controls: 0 for no effect and ±100 for the full control effect; nearly all actives have a fitted effect of over 20% in size
Target sequence (P02791 2-175 limits assumed): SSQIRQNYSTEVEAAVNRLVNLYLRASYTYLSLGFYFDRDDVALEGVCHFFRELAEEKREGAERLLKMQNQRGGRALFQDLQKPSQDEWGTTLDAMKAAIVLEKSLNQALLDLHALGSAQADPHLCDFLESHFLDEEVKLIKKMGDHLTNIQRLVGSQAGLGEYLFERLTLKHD
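Apoferritin-based anesthetic binding model; compound displacement of fluorescent 1-AMA measured as endpoint fluorescence after 10 minutes at room temperature, scaled to free-ligand and complex controls.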
* marks the source's active call; other numbers are inactive results; i = inactive; ? = inconclusive; · = not tested or not shown; & = joins results of further samples; [ ] = dose if it differs, or a comment. Unless noted, calls follow the shape of the dose curve; as a rule, active = well fitted curve in the direction sought with a large enough effect; inconclusive = small, poorly fitted or top-dose-only effect, or another doubt; inactive = no such curve, though single readings can be large; an effect the other way counts as inactive or inconclusive.

Values run as follows: Pol eta inh, Pol iota inh, RXFP1 antagonist, POLB inh, Pol kappa inh, APE1 inh, BLM helicase inh, Tb PGK inh, Anesthetic bind
O=C(CCN1c2ccccc2Sc2ccccc21)Oc1ccccc1
  -20%, -11%, 2, -12%, -15%, 2%, -5%, i, 23%
C/C(N)=C(/C#N)C(=O)COC(=O)c1cc(-c2cccc(Br)c2)nc2ccccc12
  -21%, 1%, -1, 42%, -2%, 1%, -17%, i, -5%
CN1C(=O)N(CC(=O)N2CCN(c3ncccn3)CC2)C(=O)C12CCCCC2
  -19%, -13%, -2, ·, 1%, 35%, ·, -12%, ·
Cc1ccc(Nc2nc3c(s2)CCC3)c(C)c1
  3%, 19%, -6, ?, -11%, 2%, -3%, 2%, -21%
C=CCC(NCc1ccccc1)c1ccccc1 (stereo not given)
  4%, 84%[activator], 7, -4%, -16%, 0%, -1%, -1%, -18%
Cc1ccc(-n2nc(C)c3c2OC(N)=C(C#N)C3c2ccncc2)cc1 (stereo not given)
  8%, ?, 1, ?, -3%, 0%, 0%, -2%, -14%
S=C(NCCNCc1ccccc1)NC1CCCCC1
  ·, ·, ·, -29%, ·, 4%, -7%, ·, 1%
COc1ccc(NC(=O)CCC(=O)c2ccc(Cl)cc2)cn1
  -23%, 4%, -15, ·, -2%, 11%, ·, -7%, ·
O=C(NCc1ccc2c(c1)OCO2)C1CCC(CNc2c(N3CCCC3)c(=O)c2=O)CC1 (stereo not given)
  -5%, -14%, ·, -30%, 0%, -2%, 1%, -10%, 2%
CCn1c(SCC(=O)Nc2ccccc2)nc2ccccc2c1=O
  2%, 104%[activator], -5, 20%, -13%, 6%, -6%, -3%, -4%
CN(C)CCC(C(=O)c1ccccc1)c1ccncc1 (stereo not given)
  -2%, 81%[activator], -5, ·, -2%, ·, ·, 7%, ·
O=C(CSc1nc2ccc(Cl)cc2[nH]1)c1ccc2c(c1)OCO2
  -13%, ?, 20, -22%, -13%, 0%, 2%, -9%, ?
Cn1cccc1C(=O)NNC(=O)c1ccccc1Br
  ?, -24%, -5, ·, -44%, -13%, ·, -2%, ·
Cc1nnc(C)n1/N=C/c1ccc2c(c1)OCCO2
  7%, 27%, -14, 10%, -11%, -2%, 1%, 6%, -19%
CC(C)(C)CN1CCN(Cc2cccnc2)CC1CCO (stereo not given)
  4%, 110%[activator], -3, 30%, -14%, 31%, -6%, i, -5%
COc1ccc(CCNC(=O)c2cc(-c3cc(Cl)ccc3O)n[nH]2)cc1OC
  -18%, 70%[activator], -14, -12%, -10%, -2%, -1%, i, -10%
Cc1cc(C)c2c(N)c(C(=O)c3ccc(Cl)cc3Cl)sc2n1
  -22%, -2%, -8, -1%, -3%, 14%, -5%, i, -15%
O=[N+]([O-])c1ccc(N2CCN(S(=O)(=O)c3ccccc3)CC2)cc1
  -14%, 7%, -12, -5%, 11%, 3%, -4%, -11%, 9%
CCOC(=O)C1CCN(S(=O)(=O)c2ccc3c(c2)CCCN3C(C)=O)CC1
  -4%, -1%, 6, 0%, -5%, -1%, -6%, -11%, 3%
Cc1noc(N)c1C(=O)Nc1ccccc1F
  -10%, 3%, 8, 0%, 5%, 17%, -3%, -3%, -10%
CN(C)CCNC(=O)Cn1ccc2cc(S(=O)(=O)N3CCCCCC3)ccc21
  6%&4%, 5%&-13%, -8&-19, 3%&15%, 6%&8%, 65%[activator], 3%&1%, -3%&-4%, ?
O=S(c1ccccc1)c1ccccc1
  0%, 26%, -8, ·, -9%, ·, ·, 2%, ·
O=C(NCc1ccco1)c1ccc([N+](=O)[O-])o1
  40µM*, 10µM*, 14, 13µM*, ?, ?, ?, -27%, -5%
CCC(=O)NCc1c(Cl)cccc1-n1cccc1
  -6%, -15%, -10, 39%, -5%, 16%, -4%, -9%, ?
COc1ccc(NC(=O)C(=O)NCC(c2ccco2)N2CCc3ccccc32)cc1 (stereo not given)
  -20%, 19%, -10, ·, 2%, -6%, ·, i, ·
CCC(C)(C)C1CCC2(CC1)NC(=O)N(CC(=O)Nc1cc(C(F)(F)F)ccc1N1CCOCC1)C2=O (stereo not given)
  -8%, 12%, -1, -30%, -16%, -25%, -3%, -2%, -21%
N/C(=N\OC(=O)c1ccc2c(c1)OCO2)c1ccc([N+](=O)[O-])cc1
  0%, 21%, -3, 3%, -6%[60.1 µM], -3%, -4%, i, -3%
COc1ccc(F)cc1C(=O)C1CCCN(C(=O)CCc2ccccn2)C1 (stereo not given)
  -8%, 30%, -9, 11%, -7%, -7%, 1%, -1%, -20%
O=c1cc(-c2ccccc2)cc(-c2ccccc2)n1O
  -15%, 16%, ·, ·, -10%, 14%, ·, 7%, ·
Oc1ccc(Br)cc1-c1cc(-c2ccccc2)n[nH]1
  0%, ?, 1, 2%, -5%, -3%, -10%, -2%, 7%
CCN1c2ccccc2-c2nc(SCC(=O)NCc3ccc(Cl)cc3)ncc2S1(=O)=O
  -11%, 28%, 12, -15%, -2%, ·, -4%, -9%, -10%
COc1ccc(N2CCN(C(=O)CCn3c(=O)[nH]c4cc(OC)c(OC)cc4c3=O)CC2)cc1
  -13%, -15%, ·, 0%, -25%, ·, 0%, -7%, 4%
COc1ccc(-c2cnc[nH]2)cc1
  -15%, 32%[activator], -13, 0%, -1%, ?, 0%, -3%, -6%
CS(=O)(=O)c1ccc2nc(NC(=O)CCNC(=O)c3ccc([N+](=O)[O-])cc3)sc2c1
  2%, -16%, 0, ·, -9%, -13%, ·, -6%, ·
Cc1ccc(NC2Sc3ccccc3NC2=O)cc1Cl (stereo not given)
  -21%, -1%, -1, 2%, -10%, -2%, -9%, -4%, ?
Cc1ccc(-n2nc3c(c2NC(=O)c2ccc4c(c2)OCO4)CSC3)c(C)c1
  -5%, 1%, 2, 0%, -11%, 1%, 0%, -4%, -3%
O=C(O)c1ccccc1NSc1ccccc1[N+](=O)[O-]
  -12%, 58%[activator], -14, 4%, -7%, -7%, -1%, -2%, -19%
CCC(C)C(NC(=O)C(N)CC(C)C)C(=O)NC(CCC(=O)OCc1ccccc1)C(N)=O (stereo not given)
  4%, -5%, -4, -10%, -1%, -2%, -2%, -18%, -5%
Cc1ccccc1CSc1nc2cccnc2n1Cc1ccc(C(=O)NCCc2cccs2)cc1
  -5%, -1%, -7, -12%, -4%, ·, -5%, 13%, -14%
CC(C)C(NC(=O)c1ccc(Cl)cc1)C(=O)NC1=NCCS1 (stereo not given)
  5%, 15%, -14, -18%, 4%, 0%, -3%, -1%, -2%
O=C(OCC(=O)N1CCN(C(=O)c2ccco2)CC1)c1cc(-c2ccc(F)cc2)nc2ccccc12
  -8%, 8%, -6, -1%, -12%, -4%, -9%, ·, ?
CCCCOc1cccc(C(=O)N(Cc2sccc2C)C2CCS(=O)(=O)C2)c1 (stereo not given)
  ·, 3%, -2, 0%, 0%, ·, -3%, ·, -17%
COC(=O)[C@@]12CCCCN1[C@H](c1ccc(-c3ccc(C(C)=O)cc3)cc1)[C@H]1C(=O)N(C)C(=O)[C@H]12
  -7%, 30%[activator], ·, ·, -15%, -5%, ·, -4%, ·
CN(C)C(=O)c1ccccc1Sc1ccc(Cl)cc1Cl
  -3%, 8%, -5, 8%, 1%, 6%, 6%, -16%, ?
COc1ccccc1C1C=C(c2ccc(Cl)cc2)Nc2nc(N3C(=O)CCC3=O)nn21 (stereo not given)
  0%, -5%, -2, 6%, 1%, 2%, 0%, -6%, 534%[activator]
Cc1ccc(NC(=O)CCNC(=O)c2ccc(Br)cc2)cc1S(=O)(=O)N1CCCCCC1
  -22%, -2%, -9, ·, -5%, 25%, ·, i, ·
CCOC(=O)c1c(C)[nH]c(C)c1C(=O)CSc1nc(N)cc(N)n1
  -17%, 60%[activator], -9, 14%, -17%, 8%, -2%, -9%, -2%
COc1ccc(Cn2c(C(=O)O)c(CNCc3ccco3)c3ccc(C)cc32)cc1
  -14%, 10%, -5, 0%, -6%, ·, -3%, -7%, -22%
O=S(=O)(NCCc1ccccn1)c1cc(Cl)cc(Cl)c1O
  -15%, -20%, -4, ·, 4%, 11%, ·, -8%, ·
COc1ccccc1OC(=O)c1ccc2nsnc2c1
  -21%, 12%, -6, -2%, -17%, 14%, 1%, 3%, -20%

Continued.
Values run as follows: Pol eta inh, Pol iota inh, RXFP1 antagonist, POLB inh, Pol kappa inh, APE1 inh, BLM helicase inh, Tb PGK inh, Anesthetic bind
S=c1nc(C2CC2)n(-c2ccccc2)[nH]1
  0%, 41%, -18, -23%, -3%, 9%, -1%, i, 5%
Cc1nnc(NCCc2ccccc2)n(N)c1=O
  -7%, 0%, -2, -1%, -12%, -1%, -1%, -1%, 0%
COc1ccc(Cl)cc1NC(=O)N1CCC(CN2CCc3ccccc3C2)CC1
  -13%, -2%, -10, 14%, -14%, ·, 2%, 1%, -2%
Cn1c(CN2CCCCC2)nc2cc(NC(=O)c3ccc(Cl)cc3)ccc21
  -7%&-1%, -12%&19%, 1&19, ?, -18%&-12%, -2%, -5%&4%, -9%, -19%&-16%
Cc1ccc(N2CCN(C(=O)c3nn(C)c4c3CS(=O)(=O)c3ccccc3-4)CC2)c(C)c1
  -15%&-19%, 32%&-6%[activator], -1&-20, 23%&-17%, ?, 22%, -8%&-3%, 0%&-12%, -8%&-13%
COc1ccc(NC(=O)COC(=O)CCCC2=NS(=O)(=O)c3ccccc3N2)cc1Cl
  -20%, 22%, -5, -24%, -11%, 0%, -1%, -8%, 2%
Cc1c(N/C=C/C(=O)c2cccs2)c(=O)n(-c2ccccc2)n1C
  -5%, 21%, -8, 15%, -7%, 3%, -2%, ·, -24%
CCN(CC(=O)Nc1c(F)cccc1F)C(=O)c1ccc(Cl)c(S(=O)(=O)N2CCCC2)c1
  -15%, 133%[activator], 2, ·, -18%, 42%, ·, 0%, ·
O=C(CSc1ncnc2sc3c(c12)CCC3)Nc1ccccc1C(=O)O
  ?, ?, -1, 1%, -26%, -1%, -4%, 2%, -6%

Only part of the results is shown. The share of hits here may be higher or lower than overall.
